Eya2 phos inh: Eya2 (human) phosphatase inhibition; recombinant Eya2, OMFP fluorescence dephosphorylation (OMFP is methylfluorescein phosphate); Potency, µM (titrated, usually from 76.9 µM), for the others: at the highest dose activity, negative = inhibition, hits mostly inhibitors; 330,000 compounds, 0.006% hits; also: potency is read from the fitted curve at half-maximal effect
Target sequence (O00167 whole entry, looked up): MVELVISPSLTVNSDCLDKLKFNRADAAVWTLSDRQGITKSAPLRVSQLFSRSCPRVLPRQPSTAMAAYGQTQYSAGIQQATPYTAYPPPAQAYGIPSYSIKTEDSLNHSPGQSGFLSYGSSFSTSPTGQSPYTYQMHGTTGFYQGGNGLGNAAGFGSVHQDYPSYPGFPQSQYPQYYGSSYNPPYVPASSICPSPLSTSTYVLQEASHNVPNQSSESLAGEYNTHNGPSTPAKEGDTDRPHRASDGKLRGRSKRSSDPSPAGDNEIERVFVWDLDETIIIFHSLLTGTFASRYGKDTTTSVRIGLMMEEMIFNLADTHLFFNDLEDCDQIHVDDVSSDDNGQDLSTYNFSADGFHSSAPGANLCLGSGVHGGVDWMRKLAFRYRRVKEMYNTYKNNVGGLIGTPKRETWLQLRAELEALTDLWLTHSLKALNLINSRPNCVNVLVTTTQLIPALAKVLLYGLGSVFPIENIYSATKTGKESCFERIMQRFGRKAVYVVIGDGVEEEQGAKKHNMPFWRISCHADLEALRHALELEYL
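Eya2 (0.2 uM) preincubated 10 min at ambient with compound, then OMFP substrate added at 50 uM; 10 min reaction in 50 mM HEPES pH 7.5, 50 mM NaCl, 5 uM MgCl2, 0.05% BSA, 1 mM DTT. Fluorescence read at Ex 485/Em 525 nm.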
PKM2 activator: PKM2 (human) enzyme activation; AID 1631; Potency, µM (doses to about 57.5 µM), for the others: at the top dose activation, actives largely listed as activators; purified PKM2, Kinase-Glo ATP luminescence, activation; response scale: 0% is enzyme alone, no compound; 260,000 compounds, 0.34% hits; also: potency is read from the fitted curve at half-maximal effect; nearly all actives have a fitted effect of over 55% in size
Target sequence (P14618 whole entry, looked up): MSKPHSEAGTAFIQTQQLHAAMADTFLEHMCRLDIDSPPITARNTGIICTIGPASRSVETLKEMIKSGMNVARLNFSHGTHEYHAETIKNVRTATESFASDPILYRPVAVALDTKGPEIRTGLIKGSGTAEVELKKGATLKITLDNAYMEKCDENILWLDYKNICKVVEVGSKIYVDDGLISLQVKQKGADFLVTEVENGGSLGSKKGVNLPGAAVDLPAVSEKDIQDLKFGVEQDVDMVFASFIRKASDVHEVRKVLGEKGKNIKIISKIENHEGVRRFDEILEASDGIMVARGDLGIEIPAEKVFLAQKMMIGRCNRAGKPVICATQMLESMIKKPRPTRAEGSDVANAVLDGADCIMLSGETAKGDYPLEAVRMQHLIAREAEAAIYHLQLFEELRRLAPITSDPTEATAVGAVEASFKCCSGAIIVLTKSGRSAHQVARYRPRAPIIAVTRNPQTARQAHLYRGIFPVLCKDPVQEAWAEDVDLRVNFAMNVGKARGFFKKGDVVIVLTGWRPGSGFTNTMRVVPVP
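hPK-M2, >95% pure; 0.1 mM ADP / 0.5 mM PEP final; imidazole pH7.2 buffer w/ 7 mM MgCl2, 50 mM KCl; 1 h RT; Kinase-Glo lum. Intermediate enzyme activity for dual inhibitor/activator qHTS.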
GALK inhibitor: inhibitors of human galactokinase | AID 1868 | Purified GALK, Kinase-Glo residual ATP luminescence | 270,000 compounds, 0.007% hits | Potency, µM (series often up to 57.5 µM), without a hit: at the highest dose activity change, negative = inhibition, hits mostly inhibitors; also: potency is read from the fitted curve at half-maximal effect
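Galactose (100 uM) and ATP (35 uM) were turned over by 5 nM GALK for 1 h at RT. Kinase-Glo Plus then converted the remaining ATP into a luminescent signal.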
BCR signal inh: chronic active BCR signaling inhibition | 340,000 compounds, 0.05% hits | AID 493014 | Potency, µM (doses to about 46.1 µM), for the others: at the top dose ratio change, negative = lower green/red ratio, usual class: inhibitors | ABC-DLBCL IkBa-CBG/CBR reporter, luminescence ratio, 4 h; active = well fitted inhibition curve with a large enough effect in the signal ratio, with a control signal flat, not every such curve was filed as active; inconclusive = small, poorly fitted or top-dose-only effect, or effect the other way, or a change in a side signal; the % refers to the signal ratio;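 also: potency is read from the fitted curve at half-maximal effect; plate controls were basal doxycycline-induced cells for no effect and cells given 10 µM MG132 for full effect; MG132 reads +100%, hits lower the ratio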
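Compounds up to 46 uM were incubated four hours with TMD8 cells whose green CBG68 luciferase is fused to IkappaBalpha; red CBR luminescence normalised the signal, and concentration-effect curves were fitted to fusion, red and ratio data.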
uPA generation: cell surface uPA generation inhibition; cell surface uPA generation assay, qHTS; Potency, µM (highest dose often 38.3 µM), without a hit: at the top dose activity change, negative = inhibition, hits mostly inhibitors; 330,000 compounds, 0.31% hits; active = well fitted inhibition curve with a large enough effect; inconclusive = small, poorly fitted or top-dose-only effect; inactive = no such curve, though single readings can be large or run the other way; tested in mouse RAW 264.7 cells; also: potency is read from the fitted curve at half-maximal effect; nearly all actives have a fitted effect of over 55% in size
Giardia kill: Giardia lamblia killing; Giardia lamblia trophozoite viability; activity change, % at 7.66 µM, hits read low; 340,000 compounds, 0.15% hits; in the data active = activity change below about -80%; inconclusive = between about -30% and that limit;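 also: parasites exposed to compound for two days anaerobically before the ATP read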
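Giardia trophozoites, 100 cells per well, were exposed to compounds for 48 hrs at 37 deg C under anaerobic conditions; viability was then read as ATP content by bioluminescence after 15-30 min at room temperature.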
B2AR arrestin: beta2AR (human) beta-arrestin recruitment activity; P07550; beta-arrestin recruitment to beta2AR, cell-based reporter; Potency, µM (highest dose often 46.1 µM), for inactives: at the highest dose activation, usual class: activators; 330,000 compounds, 0.02% hits; AID 492947;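 also: potency is read from the fitted curve at half-maximal effect; 0% = DMSO controls and full agonism = EC100 isoproterenol or metaproterenol; nearly all actives have a fitted effect of over 65% in size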
KCNH2 WT inh: inhibitors of human wildtype KCNH2 potassium channel. Q12809. U2OS, BacMam KCNH2, thallium flux FluxOr; hits give low values. activity change, % at 1.84 µM. 340,000 compounds, 0.37% hits;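 active = maximum activity change below -70%; inconclusive = maximum activity change between -70% and -50%; inactive = maximum activity change above -50%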
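U2OS cells transduced with wild-type KCNH2 virus are loaded with FluxOr dye for 45 min, and thallium flux is measured in kinetic reads before and after stimulation buffer. Rate constants are normalized to DMSO controls.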
USP2a block: blocks human ubiquitin-specific protease USP2a; 330,000 compounds, 0.01% hits; O75604; USP2 core, Ub-CHOP2 coupled fluorogenic reporter, 485/531; AID 463254; Potency, µM (doses to about 38.3 µM), inactives show at the top dose activity change, negative = inhibition, most hits filed as inhibitors;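 also: potency is read from the fitted curve at half-maximal effect; plate controls were DMSO wells for no effect and full inhibition by NEM control for full effect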
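USP2 core (10nM final) preincubated 30min RT with compound in 20mM Tris-HCl pH 8.0, 2mM CaCl2, 2mM beta-mercaptoethanol, 0.05% CHAPS; 25nM Ub-CHOP2 plus 25nM reporter substrate added, fluorescence (Ex485/Em531) read after 60min.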
KCNH2 3.1 inh: inhibitors of human KCNH2 3.1 potassium channel isoform; 340,000 compounds, 0.95% hits; activity change, % (tested at about 1.8 µM); U2OS KCNH2 3.1, thallium flux FluxOr; hits give low values;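 active = maximum activity change below -70%; inconclusive = maximum activity change from -70% to -50%; inactive = maximum activity change above -50%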;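 also: thallium influx rate constant from kinetic fluorescence after stimulation buffer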
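Channel expression came from 3.1 mutant virus (1.77 x 10^8 /mL) applied to suspended U2OS cells for 4 h. Flux was tracked with FluxOr dye plus Red40 quencher, and kinetic rate constants normalized to controls.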
Coupling enz: counter-screen for Giardia aldolase inhibitors: coupling enzyme system; 290,000 compounds, 0.67% hits; AID 2472; activity change, negative = inhibition, % at 58.2 µM, hits read low; coupling enzyme system counterscreen, AmpLite Red fluorescence; in the data active = activity change below about -30%
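Fluorescence at 525 nm excitation and 598 nm emission measured inhibition of the coupled detection system without aldolase. Compounds (at 57.5 uM final) were preincubated 10 min at room temperature with coupling enzyme reagent before a 20 min substrate/AmpLite Red step.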
* = called active by the depositor; ? = inconclusive; · = not tested or not shown; [ ] = remark or other dose. Unless noted, calls follow the shape of the dose curve; as a rule, active = well fitted curve in the direction sought with a large enough effect; inconclusive = small, poorly fitted or top-dose-only effect, or another doubt; inactive = no such curve, though single readings can be large; an effect the other way counts as inactive or inconclusive. Unless noted, % is scaled to controls: 0 for no effect and ±100 for the full control effect.

molecule | Eya2 phos inh | PKM2 activator | GALK inhibitor | BCR signal inh | uPA generation | Giardia kill | B2AR arrestin | KCNH2 WT inh | USP2a block | KCNH2 3.1 inh | Coupling enz
COc1ccc(-c2noc(C3CCCN(C(=O)Nc4ccccc4F)C3)n2)cc1 (configuration not stated) | 4% | -6% | 4% | ? | 0% | 5 | -1.2% | -5 | 2% | 2 | 0
Cc1ccc2c(C)nc(Nc3nc(CSc4nc5ccccc5[nH]4)cc(=O)[nH]3)nc2c1 | 1% | -3% | 2% | ? | ? | 6 | -0.1% | 1 | 1% | 18 | 4
Cc1cc(N2C(=O)NC(=O)CC2C)c(C)cc1C(C)C (configuration not stated) | 0% | 3% | · | 1% | 13% | 3 | 0.1% | 10 | 4% | 14 | 1
CNC(=O)c1ccc(NC(=O)c2ccc3c(=O)n4c(nc3c2)CCC4)cc1 | 12% | · | · | ? | -4% | -6 | -0.1% | 0 | 1% | 3 | ·
CCOC(=O)C1CCCN(C(=O)c2cccs2)C1 (configuration not stated) | 3% | 4% | -1% | ? | 6% | -1 | 0.2% | 5 | 4% | -2 | 2
O=C(OCC(=O)N1CCOCC1)c1cccc(S(=O)(=O)Nc2ccc(F)cc2)c1 | -1% | · | · | 0% | 4% | 8 | 0.0% | -17 | 0% | 3 | ·
CC(C)c1ccc(OCC(O)CNC(C)c2ccccc2)cc1 (configuration not stated) | -18% | · | 3% | ? | -3% | -13 | -0.1% | 25 | -2% | -4 | 0
O=C(COC(=O)/C=C/c1ccc(OC(F)F)cc1)Nc1cccc(S(=O)(=O)N2CCOCC2)c1 | -5% | · | · | 0% | -2% | -1 | 0.0% | -3 | 2% | -28 | ·
O=C(c1ccco1)N1CCN(CC(O)COc2ccc(Br)cc2)CC1 (configuration not stated) | 5% | -1% | 0% | -3% | 1% | -13 | -0.1% | -21 | 1% | ? | 4
COc1ccc2cc3c(N)nn(C(=O)c4ccc(Cl)c([N+](=O)[O-])c4)c3nc2c1 | -1% | -1% | 1% | ? | 27% | -16 | -0.7% | -4 | 4% | -10 | 1
CC(C)(C)OC(=O)CN1C(=O)NC2(CCCc3ccccc32)C1=O (configuration not stated) | 15% | · | · | -1% | -8% | 19 | 0.2% | -3 | 3% | 4 | -1
COc1ccc2oc(=O)c(-c3ccccc3C(=O)N3CCOCC3)cc2c1 | -1% | 1% | -2% | 0% | 3% | -24 | -1.1% | -3 | 0% | -8 | -7
CC(=O)Nc1ccc(-c2nnc(SCc3ccc(C)cc3)n2C)cc1 | 6% | 5% | -1% | 2% | 1% | 5 | 0.4% | -3 | 2% | -5 | -1
COc1ccc(C(CCN2CCOCC2)c2c(OC)cc(OC)c3c(-c4ccccc4)cc(=O)oc23)cc1 (configuration not stated) | -13% | · | · | ? | 14µM* | -28 | -0.6% | 6 | -8% | -44 | 1
Cc1ccc(S(=O)(=O)N/N=C\c2ccccc2OCc2ccccc2)cc1 | -24% | -1% | -7% | -1% | ? | 2 | -0.3% | 6 | 2% | -9 | 0
Cc1cc(C)c(-c2csc(NC(=O)c3n[nH]c(=O)c4ccccc34)n2)c(C)c1 | -7% | -4% | 0% | 4% | 4% | 33[activator] | 0.5% | 10 | -5% | -13 | 2
CN(C(=O)COC(=O)COc1ccc(Cl)cc1)C1CCCCC1 | 0% | 0% | 5% | 2% | -3% | -2 | 0.0% | -3 | -1% | -6 | 2
Cc1ccc(C23CC4CC(CC(CN)(C4)C2)C3)cc1 | -4% | 6% | -2% | ? | 0% | 22 | -0.5% | -3 | 0% | -14 | 2
Cc1ccc(NC(=O)COC(=O)C2(CC(=O)NC(C)C)CCCC2)cc1C | -29% | · | · | 2% | 10% | 1 | 0.0% | -4 | 3% | -8 | ·
COc1ccccc1C(=O)N(CCN(C)C)c1nc2cc(C)cc(C)c2s1 | 8% | -2% | 2% | ? | 0% | 28 | 0.1% | 20 | 4% | -9 | 0
NS(=O)(=O)c1ccc(Sc2nc3ccccc3s2)c([N+](=O)[O-])c1 | -2% | ? | -4% | ? | -5% | 20 | -0.6% | 2 | 2% | -6 | 0
CCc1ccc(NC(=O)C2CCN(S(=O)(=O)c3c(C)[nH]c(=O)[nH]c3=O)CC2)cc1 | -2% | 2% | -4% | 3% | 6% | 12 | -0.1% | 52 | 1% | 3 | 1
O=C1NC(=O)/C(=C\c2cn(CC(=O)N3CCOCC3)c3ccccc23)S1 | -4% | · | -1% | 0% | 6% | -13 | 0.4% | -2 | 1% | 1 | 2
COc1ccc(CN2CCNC(=O)C2CC(=O)N(C)Cc2ccon2)c(F)c1 (configuration not stated) | 2% | -1% | -2% | 1% | 6% | -13 | -0.1% | -7 | -1% | -16 | ·

Reformatted: four of the compounds above.
COc1ccc(C(CCN2CCOCC2)c2c(OC)cc(OC)c3c(-c4ccccc4)cc(=O)oc23)cc1 (configuration not stated)
  Eya2 phos inh = -13%; PKM2 activator = ·; GALK inhibitor = ·; BCR signal inh = ?; uPA generation = 14µM*; Giardia kill = -28; B2AR arrestin = -0.6%; KCNH2 WT inh = 6; USP2a block = -8%; KCNH2 3.1 inh = -44; Coupling enz = 1
Cc1ccc(S(=O)(=O)N/N=C\c2ccccc2OCc2ccccc2)cc1
  Eya2 phos inh = -24%; PKM2 activator = -1%; GALK inhibitor = -7%; BCR signal inh = -1%; uPA generation = ?; Giardia kill = 2; B2AR arrestin = -0.3%; KCNH2 WT inh = 6; USP2a block = 2%; KCNH2 3.1 inh = -9; Coupling enz = 0
Cc1cc(C)c(-c2csc(NC(=O)c3n[nH]c(=O)c4ccccc34)n2)c(C)c1
  Eya2 phos inh = -7%; PKM2 activator = -4%; GALK inhibitor = 0%; BCR signal inh = 4%; uPA generation = 4%; Giardia kill = 33[activator]; B2AR arrestin = 0.5%; KCNH2 WT inh = 10; USP2a block = -5%; KCNH2 3.1 inh = -13; Coupling enz = 2
CN(C(=O)COC(=O)COc1ccc(Cl)cc1)C1CCCCC1
  Eya2 phos inh = 0%; PKM2 activator = 0%; GALK inhibitor = 5%; BCR signal inh = 2%; uPA generation = -3%; Giardia kill = -2; B2AR arrestin = 0.0%; KCNH2 WT inh = -3; USP2a block = -1%; KCNH2 3.1 inh = -6; Coupling enz = 2

(list continues)
molecule | Eya2 phos inh | PKM2 activator | GALK inhibitor | BCR signal inh | uPA generation | Giardia kill | B2AR arrestin | KCNH2 WT inh | USP2a block | KCNH2 3.1 inh | Coupling enz
O=c1[nH]c2ccc(Cl)cc2c(=O)n1Cc1ccco1 | 10% | ? | 0% | 1% | -3% | -16 | 0.2% | -16 | 3% | -2 | 3
CCOc1cc(S(=O)(=O)N2CCN(CC)CC2)ccc1Cl | 1% | 8% | 0% | 0% | 6% | -24 | 0.0% | 0 | 1% | -7 | -6
O=C(COc1ccc(F)c(Cl)c1)Nc1ccc(N2CCOCC2)cc1 | 0% | · | · | -2% | 1% | 16 | -0.3% | 3 | 0% | 9 | ·
COc1ccc2nc(SCCOC(=O)Nc3ccc(Cl)cc3)nc(C)c2c1 | 2% | 5% | -1% | 3% | 0% | 0 | -0.9% | 8 | -2% | 11 | 0
CCCCC(=O)OCc1c(-c2cccc(OC)c2)ncc2ccccc12 | -2% | · | · | ? | 2% | -6 | 0.0% | 4 | 2% | -12 | ·
Cn1ccnc1C(=O)c1cc(SCC(=O)NC2CC2)nc2ccccc12 | -21% | · | 9% | -2% | -1% | 7 | -1.0% | -2 | 4% | 0 | 1
CSc1nc(-c2ccccc2)nn1C(=O)c1ccco1 | 4% | 2% | 0% | 8% | -1% | 0 | -0.4% | -12 | 0% | 9 | -4
CC(CCN1C(Nc2ccccc2)=NC[C@@H]1Cc1ccccc1)c1ccccc1 (some centres not stated) | 7% | -5% | · | -11% | -22% | 10 | -0.4% | -2 | 0% | -82* | 1
COc1ccc(NC(=O)c2cccc(S(=O)(=O)N3CCCC3)c2)cc1OC | -3% | · | · | -4% | 0% | -1 | 0.0% | 27 | -1% | -4 | ·
Cc1ccc(C)c(-n2c3nc(=O)[nH]c(=O)c-3cc3cc([N+](=O)[O-])ccc32)c1 | 7% | 1% | -6% | ? | -10% | 17 | -1.1% | -29 | 4% | -1 | -47*
O=C(COC(=O)c1ccco1)Nc1ccc2[nH]c(=O)[nH]c2c1 | 7% | · | · | ? | 0% | -4 | -2.3% | -5 | 0% | 0 | ·
Cc1ccc(-c2nnn(CC(=O)N(c3cccc(F)c3)C(C(=O)NC3CCCC3)c3ccncc3)n2)o1 (configuration not stated) | -3% | · | 1% | -1% | 3% | 11 | -0.3% | 4 | 2% | 14 | 1
